Screens deposited in PubChem BioAssay by Broad Institute.
GSIS activator: GLuc luminescence reporter in INS-1E cells, primary screen for activators of glucose-dependent secretion of insulin; activation, % at 16.6 µM; INS-1E GLuc reporter insulin secretion, 2-3 h; hit rate 0.61% among 370,000; AID 743287, 2014;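 active = lowest replicate activation of at least 40%, so every replicate reaches that level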;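 note: 0% = median of neutral control wells and 100% = median of IBMX positive control wells; some compounds called inactive have numbers as strong as hits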
FN deposition inh: inhibitors of fibronectin matrix deposition, primary screen, AH1F cells, Alexa488-fibronectin fluorescence, plate reader | AH1F fibroblasts, overnight | inhibition, % at 12.6 µM | hit rate 0.086% among 350,000;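 active = mean inhibition across replicates of 30% or more, regardless of how many single replicates reach that level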;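 note: positive control wells lacked labelled fibronectin entirely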
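Material: AH1F fibroblast monolayer depositing Alexa488-labelled fibronectin into matrix / Amount: 10000 AH1F cells per well / Signal: fluorescence 485/525 nm / Medium: DMEM, 2% serum / Compound: single dose, pinned / Incubation: 1 h cell adhesion before compound, then overnight fibronectin incubation / Reagent: Alexa488-FN, 24 nM final / Read-out: inhibition of fibronectin deposition signal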
* marks the source's active call; other numbers are inactive results; & = joins results of further samples.

SMILES	GSIS activator	FN deposition inh
O=C1C2CC=CCC2C(=O)N1c1n[nH]c(CCc2ccccc2)n1 (centres undefined)	5	-4
COc1ccc([N+](=O)[O-])cc1NC(=O)CSc1nccc(C)n1	11	-1
O=C(/C=C/c1cccc([N+](=O)[O-])c1)NC1CC2CCC1C2 (centres undefined)	-1	-3
COC(=O)N/N=C/c1cn(Cc2ccccc2Cl)c2ccccc12	6	13
O=C(N/N=C/c1cccs1)c1ccc(NC(=O)c2ccccc2Cl)cc1	8	2
Cc1cc(N/N=C/c2ccccc2Cl)nc(NCc2ccccc2)n1	-11	-2
OCCC1CN(Cc2cc3c(cc2Cl)OCO3)CCN1C1CCCCC1 (centres undefined)	-7	3
O=C1c2ccccc2NC(c2ccc(-c3cccc([N+](=O)[O-])c3)o2)N1O (centres undefined)	-15	14
CCOC(=O)CC(NC(=O)c1cc2ccccc2oc1=O)c1cccc([N+](=O)[O-])c1 (centres undefined)	6	5
CCSc1nnc(NC(=O)CSc2nnc(CNC(=O)c3ccc(OC)cc3)o2)s1	-6	-14
O=C(c1ccc([N+](=O)[O-])cc1)N1CCN(C(=O)c2cccs2)CC1	10	1
O=C1N[C@@H](Cc2ccccc2)COCc2cn(nn2)CC[C@H]1Cc1cccc(F)c1	0	0
CCOC(=O)c1c(N2C(=O)Nc3ccccc3N2O)sc2c1CCCC2	-9	1
Cc1ccc(NS(=O)(=O)c2ccc(Cl)c(NC(=S)NC(=O)C3CCCCC3)c2)cc1Cl	13	2
CCOc1cc(/C=N/NC(=O)C(=O)Nc2cc(Cl)ccc2C)ccc1O	-2	7
COCCNC(C(=O)Nc1ccc([N+](=O)[O-])cc1Br)c1ccccc1 (centres undefined)	17	0
CCOC(=O)c1[nH]c2ccc(OC)cc2c1NC(=S)N1CCN(c2ccc(F)cc2)CC1	-10	0
CC(C)OP(=O)(OC(C)C)C(Nc1ccccn1)c1ccc(F)cc1 (centres undefined)	3	0
Cc1cccc(NC2=C/C(=N/S(=O)(=O)c3cccs3)c3ccccc3C2=O)c1	-26	16
COC(=O)c1ccccc1OCCCN(C)C	7	6
CN1CCC(=NNC(=O)c2ccc(N(Cc3ccccc3Cl)S(C)(=O)=O)cc2)CC1	-10	-2
C[C@H]1CN(C)C(=O)Cc2cc(NS(C)(=O)=O)ccc2O[C@H]1CN(C)S(C)(=O)=O	8	11
Cc1nn(Cc2ccccc2Cl)c2sc(C(=O)Nc3nccs3)cc12	-5	-2
Cc1ccc(C(=O)c2sc3c(c2N)c(=O)[nH]c(=O)n3CCc2ccccc2)cc1	25	-2
O=C(N/N=C/c1cccc(O)c1)c1ccc(COc2ccccc2Br)cc1	-24	-7

An excerpt from above in order of SMILES length, ascending.
SMILES	GSIS activator	FN deposition inh
Cc1cc(N/N=C/c2ccccc2Cl)nc(NCc2ccccc2)n1	-11	-2
CCOC(=O)c1c(N2C(=O)Nc3ccccc3N2O)sc2c1CCCC2	-9	1
O=C(N/N=C/c1cccs1)c1ccc(NC(=O)c2ccccc2Cl)cc1	8	2
COCCNC(C(=O)Nc1ccc([N+](=O)[O-])cc1Br)c1ccccc1 (centres undefined)	17	0
CN1CCC(=NNC(=O)c2ccc(N(Cc3ccccc3Cl)S(C)(=O)=O)cc2)CC1	-10	-2
O=C1N[C@@H](Cc2ccccc2)COCc2cn(nn2)CC[C@H]1Cc1cccc(F)c1	0	0

More compounds follow:
SMILES	GSIS activator	FN deposition inh
O=C(/C=C/c1cccc([N+](=O)[O-])c1)NCCSCc1ccco1	-32	4
CC(=O)c1nc(N2C(=O)CC(Cc3cc(C)cc(C)c3)C2=O)sc1C (centres undefined)	0	2
COc1cccc(N2C(=O)C(Cc3c[nH]c4ccccc34)NC2=S)c1 (centres undefined)	-16	1
CCOC(=O)N1CCN(C(=O)C2CCN(Cc3ccc(OC)cc3OC)CC2)CC1	16	3
CNC(=S)N=Nc1c(O)[nH]c2ccccc12	-9	-2
Cc1cccc(C(=O)N/N=C/c2cc(Br)c(Br)o2)c1	1	8
O=C1[C@H](Cc2ccc(C(F)(F)F)cc2)CCn2cc(nn2)COC[C@@H]2CCCCN12	5	7
CCCc1nnc(NC(=O)CCC(=O)NCCc2ccc(OC)c(OC)c2)s1	36	10
Cc1ccc(C(=O)CC2(O)C(=O)N(C)c3ccccc32)s1 (centres undefined)	-4	-5
Cc1ccc(/C=C2/C(=O)N=C(N)N2C)s1	4	0
CCC1CCCCN1Cc1cc(OC)c(O)c([N+](=O)[O-])c1 (centres undefined)	-3	6
CNC[C@H]1Oc2ccccc2C(=O)N(C)C[C@@H]1C	14	3
Fc1cc(F)c2nc(Nc3nc4cc5c(cc4s3)OCO5)sc2c1	-9	1
COC(=O)c1c(NC(=O)COC(=O)c2ccc(Cl)cc2[N+](=O)[O-])sc2c1CCCCC2	10	9
CCOc1ccc(NC(=O)c2ccccc2NS(=O)(=O)c2ccc(F)cc2)c([N+](=O)[O-])c1	-36	0
COc1ccc(OCC(=O)Nc2nnc(-c3ccco3)s2)cc1	-1	-2
COC(=O)NNS(=O)(=O)c1ccc(C)cc1	-2	-4
Cc1cc(C)n2cc(COc3ccc4ccccc4c3)nc2n1	0	-3
Cc1cccc(NC(=O)NCc2ccc3c(c2)OCO3)c1C	5	-5
c1csc(C2Nc3ccccc3-c3nc4ccccc4n32)c1 (centres undefined)	6	-7
Cc1ccc(S(=O)(=O)c2c(C)nn(-c3ccccc3)c2OC(=O)c2ccco2)cc1	6	3
CN(Cc1ccccc1)C(=O)CSc1cc(=O)n(C)c2ccccc12	10	-12
O=C(/C=C(/c1ccc(Cl)cc1)n1cncn1)c1ccccc1	27	1
CCNC(=S)N(Cc1c(C)noc1C)c1ccccc1	23	3
CC(C)CC(=O)NC(Nc1ccc([N+](=O)[O-])cc1)C(Cl)(Cl)Cl (centres undefined)	-16	0

Some of these compounds in order of their number in GSIS activator, rising:
SMILES	GSIS activator
O=C1c2ccccc2NC(c2ccc(-c3cccc([N+](=O)[O-])c3)o2)N1O (centres undefined)	-15
Cc1cc(N/N=C/c2ccccc2Cl)nc(NCc2ccccc2)n1	-11
O=C1N[C@@H](Cc2ccccc2)COCc2cn(nn2)CC[C@H]1Cc1cccc(F)c1	0
Cc1ccc(C(=O)c2sc3c(c2N)c(=O)[nH]c(=O)n3CCc2ccccc2)cc1	25

Other structures follow.
SMILES	GSIS activator	FN deposition inh
NS(=O)(=O)c1ccc(CCNC(=S)Nc2ccc(S(N)(=O)=O)cc2)cc1	9	0
COc1ccc(/C(N)=N/OC(=O)Cc2ccccc2[N+](=O)[O-])cc1	-9	-8
CNC(=S)N/N=C/c1cc(Br)cc(Br)c1O	-2	7
O=C(/C=C/c1ccccc1Cl)NCc1cccs1	-3	-4
CC1(C)Nc2ccccc2C(=O)N1NS(=O)(=O)c1ccccc1	0	-15
COCCn1c(-c2ccccc2Cl)nc2c(c(=O)c3ccccc3n2C)c1=O	16	3
Cc1cc(NS(=O)(=O)c2ccc(Nc3nc(-c4ccc(O)cc4)cs3)cc2)no1	10	2
CCOC(=O)Cn1c(-c2ccc(Cl)nc2)nc2ccccc21	14	4
Cc1cc(C)nc(N/N=C/C2=C(N3CCOCC3)C(=C\c3ccc(Cl)cc3)/CC2)n1	-11	-10
COc1ccccc1C1C2=C(CC(C)(C)CC2=O)Nc2nnnn21 (centres undefined)	23	-7
CN(C)c1ccc(NC(=O)c2cccc(C(=O)Nc3ccc(N(C)C)cc3)n2)cc1	-7	1
CCOc1nc(SCCOc2ccc(Cl)cc2Cl)nc(N(C)C)n1	5	-4
COc1ccc(S(=O)(=O)N2CCOCC2)cc1NC(=O)Cc1ccc(Cl)c(Cl)c1	3	-1
Cc1ccc(C(=O)Nc2ccccc2C(=O)N2CCOCC2)cc1[N+](=O)[O-]	11	5
COC(=O)c1nc(N)sc1C	-9	4
CCOC(=O)c1ccccc1NC(=O)Cn1c(=O)n(Cc2ccccc2)c(=O)c2c(C)c(C)sc21	-31	7
CCOC(=O)c1sc(NC(=O)COC(=O)CNC(=O)c2ccco2)c(C(=O)OCC)c1C	4	11
CC(=O)N(C)C[C@@H]1Oc2c(NS(C)(=O)=O)cccc2C(=O)N(C)C[C@H]1C	10	-5
CCc1nnc(NC(=O)CSc2nnc(-c3ccncc3)n2C)s1	-5	-4
COc1ccc(N2CCN(CC(=O)NC(=O)NCc3ccco3)CC2)cc1	10	-6
COc1ccccc1NC(=O)c1ccccc1S(=O)(=O)c1ccccc1[N+](=O)[O-]	-5	3
COc1ccc(/C=N/Nc2nnc(Cc3ccc(OC)c(OC)c3)c(=O)[nH]2)cc1	20	-1
Cc1cccc(NC(=O)COc2ccc(Br)cc2/C=N/O)c1	-28	-3
CO[C@@H]1CN(C)C(=O)c2ccc(NC(C)=O)cc2OC[C@H](C)N(C(=O)c2ccccc2)C[C@@H]1C	24	4
COc1ccc(NC(=S)Nc2ccc(OC)cc2OC)c(OC)c1	5	11
Next part.
SMILES	GSIS activator	FN deposition inh
Cc1cc(NC(=O)C2CC(=O)N(c3ccccc3)C2)no1 (centres undefined)	8	-6
COCCNC(=O)c1ccc(N2CCC3(CC2)OCCO3)c([N+](=O)[O-])c1	0	-2
O=C1CN(C(=O)CSc2nnc3ccccn23)c2ccccc2N1	5	-1
O=C1C2C3C=CC(C4CC34)C2C(=O)N1c1nccs1 (centres undefined)	11	8
CC(C)NC(=S)N1CCN(S(=O)(=O)c2cccc(C(F)(F)F)c2)CC1	-16	-7
COCC(C)NCC(=O)NC(C)CCc1ccccc1 (centres undefined)	5	-8
COc1ccc(C[C@H]2CCn3nncc3COC[C@@H](CC(C)C)NC2=O)cc1	13	12
COc1ccc(NC(=O)c2ccc(Cl)nc2)cc1S(=O)(=O)N1CCCCC1	2	-5
Cc1cc(C)c(-c2cc(NC(=O)COC(=O)c3ccc(CO)cc3)n(-c3ccccc3)n2)cc1C	-3	-2
CC(=O)N1C[C@@H]2C(c3ccccc3)[C@H](C1)N2S(C)(=O)=O (some centres undefined)	-1&-6	0&-11
COc1ccc(Oc2ccc(/C=C/C(=O)c3ccc(O)cc3)cc2[N+](=O)[O-])cc1	8	18
O=C1N[C@H](c2ccccc2)COCc2cn(nn2)CC[C@H]1Cc1ccc(C(F)(F)F)cc1	1	6
CCOC(=O)CNC(=S)N(Cc1cccs1)C1CCCCC1	-15	3
COc1cccc(C#Cc2ccc3c(c2)[C@H]2[C@H](CCN2C(=O)Cc2ccccc2)[C@@H](CO)N3C)c1	-19	-4
COc1cc(NC(=O)CC2NCCNC2=O)cc(OC)c1 (centres undefined)	19	1
C[C@H]1CN(C)C(=O)Cc2cc(NS(C)(=O)=O)ccc2O[C@H]1CN(C)C	24	-4
CCOc1ccc(Cn2ccnc2)cc1[N+](=O)[O-]	0	9
CCc1ccc(C2c3[nH]c4ccccc4c3CCN2C(=O)c2cc(C)nn2C)cc1 (centres undefined)	-20	-3

Profiles, quoted from the list:
Profile of `Cc1cc(NC(=O)C2CC(=O)N(c3ccccc3)C2)no1` (centres undefined) = GSIS activator = 8; FN deposition inh = -6
Profile of `CCc1ccc(C2c3[nH]c4ccccc4c3CCN2C(=O)c2cc(C)nn2C)cc1` (centres undefined) = GSIS activator = -20; FN deposition inh = -3

An excerpt, so the mix of outcomes need not match the whole.
